Screening results deposited in PubChem by The Scripps Research Institute Molecular Screening Center.
TAAR1 agonist = human TAAR1 agonists, primary screen, Fluo-8 calcium fluorescence, CHO RD-HGA16 cells; vehicle wells 0%, saturating PEA agonist 100%; activation, % at 3 µM; 360,000 compounds, 0.99% hits; Trace amine-associated receptor 1 (Homo sapiens), Q96RJ0;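 active = activation above the mean activation of all test compounds in the run plus 3 SD, cut at about 38% in these data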
Target sequence (Q96RJ0 whole entry, looked up): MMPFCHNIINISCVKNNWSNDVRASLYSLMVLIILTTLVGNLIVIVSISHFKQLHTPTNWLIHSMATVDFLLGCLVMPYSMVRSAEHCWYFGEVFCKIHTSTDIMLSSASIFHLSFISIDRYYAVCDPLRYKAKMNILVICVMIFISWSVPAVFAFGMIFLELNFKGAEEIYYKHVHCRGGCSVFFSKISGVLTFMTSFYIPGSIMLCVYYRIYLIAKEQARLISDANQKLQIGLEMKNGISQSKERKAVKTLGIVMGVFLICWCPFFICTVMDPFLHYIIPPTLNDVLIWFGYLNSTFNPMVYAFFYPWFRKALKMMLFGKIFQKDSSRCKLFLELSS
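Signal – calcium-sensitive Fluo-8 signal, excitation 470-495, emission 515-575 nm · System – RD-HGA16 (CHO) cells co-expressing Gα16 and hTAAR1 · Incubation – 17-24 h seeding, 75 min 37 °C dye, 30 min RT · Compound dosing – 3 µM single concentration · Repeats – no replicates (n 1)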
TAAR1 antag = human TAAR1 antagonists, primary screen, Fluo-8 calcium fluorescence, CHO RD-HGA16 cells. Trace amine-associated receptor 1 (Homo sapiens), Q96RJ0. antagonist. inhibition, % at 3 µM. 360,000 compounds, 1.5% hits. AID 624466, 2012;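 active = inhibition above a per-plate cutoff, the mean inhibition of test compounds on that plate plus 3 SD, cut at about 49% in these data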;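 note: 0% = DMSO plus EC80 beta-PEA response and 100% = DMSO alone without agonist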
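Test system: RD-HGA16 CHO cells with stable hTAAR1 and Gα16 / Probe or stimulus: EC80 β-phenethylamine stimulus / Times: seeding 17-24 h prior, 75-min 37 °C, 30-min RT dye loading / Detection: Fluo-8 calcium-sensitive fluorescence / Read-out basis: % inhibition scaled between DMSO and EC80 PEA controls / Repeats: singlicate, one well per test compound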
* hit, by the source's call. The list is partial. The share of hits here may be higher or lower than overall.

[1] COC(=O)C[C@@H]1C=C[C@H](NC(=O)Nc2cc(F)ccc2F)[C@@H](CO)O1
[2] C[C@H](O)[C@@H]1C(=O)N2CCc3c([nH]c4cccc(-c5ccccc5)c34)[C@@H]2C[C@@H]1N(C)C(=O)OCc1ccccc1
[3] O=C(NCc1ccccc1)[C@H]1CCCN1C(=O)[C@H]1CCCN1C(=O)c1ccc(F)cc1F
[4] Cc1cc(N2CCN(C(=O)OC(C)(C)C)C[C@@H]2C)ccc1N1CCS(=O)(=O)CC1
[5] COCCCNC(=O)C[C@H]1C[C@@]2(C(=O)OC)C(=C[C@H](C(C)(C)C)O[C@@H]2C)N(Cc2ccc3c(c2)OCO3)C1=O
[6] COc1ccc2c3c(n(C(=O)OC(C)(C)C)c2c1)C1CC=C(COC(C)=O)CN1CC3 (stereo not given)
[7] Oc1cccc(CN2CCN(c3ncc(Cc4ccccc4)cn3)CC2)c1
[8] COc1ccc(CN2C(=O)CN(S(C)(=O)=O)CC2(C)C(=O)NC(C)C)cc1 (stereo not given)
[9] CO[C@H]1CN(C)C(=O)c2cc(NC(=O)C3CCCC3)ccc2OC[C@@H](C)NC[C@H]1C
[10] O=Cc1ccc([B-](F)(F)F)o1

| Compound | 1 | 2 | 3 | 4 | 5 | 6 | 7 | 8 | 9 | 10 |
| --- | --- | --- | --- | --- | --- | --- | --- | --- | --- | --- |
| TAAR1 agonist | 1 | 0 | 1 | 3 | 0 | -1 | 8 | 3 | 4 | 5 |
| TAAR1 antag | -21 | 22 | -13 | -17 | -11 | -23 | 5 | -14 | -10 | -5 |

[11] COc1ccccc1-c1nc2ccccc2n(CC(C)C)c1=O
[12] CC(C)(C)NC(=O)C1c2ccccc2OCC(=O)N1Cc1ccco1 (stereo not given)
[13] O=S1(=O)N[C@H](Cc2ccccc2)COc2cccc(N3CCCCC3)c21
[14] COc1cccc(CNC(=O)[C@@H]2CCCN2C(=O)[C@H]2CCCCN2C(=O)c2cccc(OC)c2)c1
[15] O=C(O)CCCC[n+]1ccccc1
[16] COC(=O)[C@]12C[C@H](CC(=O)NCc3ccc(C)o3)C(=O)N(Cc3ccc4c(c3)OCO4)C1=C[C@H](COCc1ccccc1)O[C@@H]2C
[17] CCCCc1c(-c2ccccc2Br)ncn1CCc1ccccc1OC
[18] O=C(NCC[C@@H]1CC[C@@H](NS(=O)(=O)c2ccccc2)[C@@H](CO)O1)c1cc(Cl)cc(Cl)c1
[19] COC(=O)C[C@@H]1C=C[C@@H](NS(=O)(=O)c2ccc(OC)cc2)[C@@H](CO)O1
[20] C[C@H](NC(=O)C[C@@H]1CC[C@H]2[C@@H](COC[C@H](O)CN2Cc2ccc(C(F)(F)F)cc2)O1)c1ccccc1

| Compound | 11 | 12 | 13 | 14 | 15 | 16 | 17 | 18 | 19 | 20 |
| --- | --- | --- | --- | --- | --- | --- | --- | --- | --- | --- |
| TAAR1 agonist | -1 | 0 | 1 | 0 | 2 | -1 | 70* | 2 | 1 | 4 |
| TAAR1 antag | -17 | 5 | 14 | 0 | -16 | -22 | 83* | 13 | 1 | -17 |

[21] C[C@H](CO)N1C[C@H](C)[C@H](CN(C)S(=O)(=O)c2cccs2)Oc2ncc(Br)cc2C1=O
[22] CN(C)CCN1CCN(C2CN(Cc3cn(Cc4cccc(C(F)(F)F)c4)nn3)S(=O)(=O)C2)CC1 (stereo not given)
[23] Cc1cccc(COC[C@H](Cc2ccccc2)N2CCN(C(=O)c3ccc(C(F)(F)F)cc3)CCC2=O)c1
[24] C#CCNc1cccc2c1S(=O)(=O)N[C@H](C)CO2
[25] COC(=O)CC#C[C@H](C)[C@@H](NS(=O)(=O)c1ccc([N+](=O)[O-])cc1)C(C)(C)C
[26] c1ccc(CC(Nc2cccnc2)c2ccccc2)cc1 (stereo not given)
[27] N#Cc1cccnc1N1CCN(C(c2ccnc3ccccc23)c2nnnn2-c2ccc3c(c2)OCCO3)CC1 (stereo not given)
[28] O=C1NC[C@H](CCCCN2C[C@H](Cc3ccc(O)cc3)N(CCc3ccccc3)C(=O)C2=O)N(Cc2ccccc2)C1=O
[29] CCOC(=O)[C@]12CCCC=C1N(Cc1ccc3c(c1)OCO3)C(=O)[C@H](CC(=O)NCc1ccc(C)o1)C2
[30] COc1ccc2c(c1)CCC(=O)[C@H](O)C[C@H](c1ccccc1)OC2=O

| Compound | 21 | 22 | 23 | 24 | 25 | 26 | 27 | 28 | 29 | 30 |
| --- | --- | --- | --- | --- | --- | --- | --- | --- | --- | --- |
| TAAR1 agonist | 0 | 0 | 0 | 0 | -2 | 1 | -2 | 2 | 1 | 4 |
| TAAR1 antag | -12 | -14 | 20 | -9 | -6 | -8 | 7 | -9 | -3 | -17 |

Quoted from above: entries 29–30
[29] CCOC(=O)[C@]12CCCC=C1N(Cc1ccc3c(c1)OCO3)C(=O)[C@H](CC(=O)NCc1ccc(C)o1)C2
[30] COc1ccc2c(c1)CCC(=O)[C@H](O)C[C@H](c1ccccc1)OC2=O

| Compound | 29 | 30 |
| --- | --- | --- |
| TAAR1 agonist | 1 | 4 |
| TAAR1 antag | -3 | -17 |

Other entries:
[31] COc1ccc(OC)c(CN2C(=O)CN(S(C)(=O)=O)CC2(C)C(=O)Nc2c(C)cccc2C)c1 (stereo not given)
[32] COC(=O)[C@]12CCCCC=C1N(Cc1ccc3c(c1)OCO3)C(=O)[C@H](CC(=O)N1CCN(C(=O)C3CC3)CC1)C2
[33] CNC12CCc3cc(OC)c(OC)c(c31)-c1cc3c(cc1C2)OCO3 (stereo not given)
[34] c1ccc(SC23CCCCN(CCC2)C32OCCO2)cc1 (stereo not given)
[35] COc1ccc(C(=O)Nc2c(F)c(F)c(F)c(F)c2F)cc1OC
[36] CCCc1c(-c2ccccc2OC)ncn1CCc1ccccc1OC
[37] COc1ccccc1C(=O)N1CCN(C(=O)[C@@H](Cc2ccccc2)NC(=O)[C@H]2O[C@@H](n3ccc(=O)[nH]c3=O)[C@H](O)[C@@H]2O)CC1
[38] COC(=O)[C@]12CCCCC=C1N(CCC1=CCCCC1)C(=O)[C@H](CC(=O)N1CCSCC1)C2
[39] Cc1c(C2Nc3ccccc3C2C)[nH]c2ccccc12 (stereo not given)
[40] CN1CCCCC(NC(=O)CCCl)C1=O (stereo not given)

| Compound | 31 | 32 | 33 | 34 | 35 | 36 | 37 | 38 | 39 | 40 |
| --- | --- | --- | --- | --- | --- | --- | --- | --- | --- | --- |
| TAAR1 agonist | 1 | 10 | -2 | -1 | 1 | 32 | 3 | 5 | 2 | 0 |
| TAAR1 antag | 21 | 27 | -24 | -24 | -3 | 21 | -31 | 18 | -14 | -14 |

Among those listed so far, these have a tert-butyl group:
[4] Cc1cc(N2CCN(C(=O)OC(C)(C)C)C[C@@H]2C)ccc1N1CCS(=O)(=O)CC1
[5] COCCCNC(=O)C[C@H]1C[C@@]2(C(=O)OC)C(=C[C@H](C(C)(C)C)O[C@@H]2C)N(Cc2ccc3c(c2)OCO3)C1=O
[6] COc1ccc2c3c(n(C(=O)OC(C)(C)C)c2c1)C1CC=C(COC(C)=O)CN1CC3 (stereo not given)
[12] CC(C)(C)NC(=O)C1c2ccccc2OCC(=O)N1Cc1ccco1 (stereo not given)
[25] COC(=O)CC#C[C@H](C)[C@@H](NS(=O)(=O)c1ccc([N+](=O)[O-])cc1)C(C)(C)C

| Compound | 4 | 5 | 6 | 12 | 25 |
| --- | --- | --- | --- | --- | --- |
| TAAR1 agonist | 3 | 0 | -1 | 0 | -2 |
| TAAR1 antag | -17 | -11 | -23 | 5 | -6 |

The results go on:
[41] CC[C@@H]1Cc2[nH][nH]c(=O)c2[C@@H](c2ccc(F)cc2)O1
[42] COc1cccc(Cn2c(C3CC3)nc3ccc(NC(=O)c4ccco4)cc3c2=O)c1
[43] COc1ccc(C(=O)c2[nH]c(N)c(C(=O)NCCc3c[nH]c4ccccc34)c2-c2ccccc2C(F)(F)F)cc1
[44] CCCCCCCCN1C(=O)[C@@H](CC(=O)NCc2ccc(C)o2)C[C@@]2(C(=O)OC)C1=C[C@H](C(C)(C)C)O[C@@H]2C
[45] CC(C)C[C@H]1CN([C@@H](Cc2ccccc2)CN2CCC[C@H]2CN2C(=O)C(=O)NC[C@@H]2Cc2ccc(O)cc2)C(=O)C(=O)N1CC1CCCCCC1
[46] CC(C)(C)OC(=O)N1CCC[C@H]1C(=O)N1CCC[C@H]1C(=O)NCc1ccc(F)cc1F
[47] Brc1ccc2nc(-c3ccc(CN4CCC5(CC4)CNc4ccccc45)cc3)c(-c3ccccc3)nc2c1
[48] CC(C)NC(=O)C1(C)CN(S(C)(=O)=O)CC(=O)N1Cc1ccco1 (stereo not given)
[49] O=[N+]([O-])c1ccc(SN2CCCCC2)c([N+](=O)[O-])c1
[50] COC(=O)c1cc2c(c3c4cc(F)ccc4n(S(=O)(=O)c4ccc(C)cc4)c13)C(=O)N(C)C2

| Compound | 41 | 42 | 43 | 44 | 45 | 46 | 47 | 48 | 49 | 50 |
| --- | --- | --- | --- | --- | --- | --- | --- | --- | --- | --- |
| TAAR1 agonist | -1 | 19 | 8 | -1 | -1 | 7 | 5 | 1 | 1 | -2 |
| TAAR1 antag | -12 | 33 | -3 | -36 | -22 | -6 | 49* | -5 | 1 | -5 |

Entries by screen from the entries so far:
TAAR1 antag for nos. 45 to 49, in order: -22, -6, 49*, -5, 1

Additional results.
[51] Cc1cc(-c2cc(NC(=O)Cc3c[nH]c4ccccc34)ccc2N(C)c2cccnc2)ccc1F
[52] CCOC(=O)[C@]12CCC=C1N(Cc1cccc3ccccc13)C(=O)[C@H](CC(=O)NCCCN1CCCC1=O)C2
[53] Nc1[nH]c(C(=O)c2ccccc2)c(-c2ccccc2)c1C(=O)NCCc1c[nH]c2ccccc12
[54] NC(=O)c1ncn([C@@H]2O[C@H](C(=O)Nc3ccc(C(=O)N4CCCCC4)cc3)[C@@H](O)[C@H]2O)n1
[55] O=C(NCc1ccccc1)[C@H]1CCCN1C(=O)[C@H]1CCCN1C(=O)C1CCCCC1
[56] O=C(CC1CCCC1)N[C@H](C(=O)N1CCC[C@H]1C(=O)NC1CCCC1)C1CCCCC1
[57] CCc1c(-c2cccc(Br)c2)ncn1CCc1ccccc1OC
[58] Cc1ccccc1CN1C(=O)CN(S(C)(=O)=O)CC1(C)C(=O)Nc1c(C)cccc1C (stereo not given)
[59] CCOC(=O)C1=CC[C@@H](c2cccc(Br)c2)N(S(=O)(=O)c2ccc(F)cc2)[C@H]1c1cccc(Cl)c1
[60] CCN=C1NC(CCc2ccccc2)C(C(=O)OC)=C(C)N1Cc1ccccc1C(F)(F)F (stereo not given)

| Compound | 51 | 52 | 53 | 54 | 55 | 56 | 57 | 58 | 59 | 60 |
| --- | --- | --- | --- | --- | --- | --- | --- | --- | --- | --- |
| TAAR1 agonist | 5 | 1 | 8 | 1 | -1 | -1 | 28 | 1 | 1 | 10 |
| TAAR1 antag | 13 | -8 | 17 | -33 | 7 | -29 | 29 | -6 | -38 | -11 |

[61] Clc1ccc(Nc2nnc(-c3ccc4c(c3)OCO4)o2)cc1
[62] COC(=O)C1=C(C)N(Cc2ccc(Br)cc2)C(=S)NC1c1ccc(OC)cc1 (stereo not given)
[63] COC(=O)[C@]12CCCCC=C1N(Cc1cccc3ccccc13)C(=O)[C@H](CC(=O)NCCCCc1ccccc1)C2
[64] CCCCCNC(=O)C(CCc1ccccc1)n1c(=O)c(-c2cc3ccccc3[nH]2)nc2ccccc21 (stereo not given)
[65] c1coc(-c2nnc(-c3ccc4c(c3)OCO4)o2)c1
[66] c1coc(-c2nc3c4ccccc4ccn3c2Cc2ccsc2)c1
[67] C[C@H]1CN([C@@H](C)CO)C(=O)c2c(c3ccccc3n2C)-c2ccccc2CO[C@H]1CN(C)C(=O)Nc1cccc(F)c1
[68] C=CCO[C@H]1CN(C(=O)OC)[C@@H](c2ccccc2Br)C[C@H]1OCC=C
[69] COC(=O)c1cc2c(c3c4cc(F)ccc4n(S(=O)(=O)c4cccc(C)c4)c13)C(=O)N(C)C2
[70] CCCCCCN1CCN(C2CN(Cc3cn(Cc4ccc(C(F)(F)F)cc4)nn3)S(=O)(=O)C2)CC1 (stereo not given)

| Compound | 61 | 62 | 63 | 64 | 65 | 66 | 67 | 68 | 69 | 70 |
| --- | --- | --- | --- | --- | --- | --- | --- | --- | --- | --- |
| TAAR1 agonist | 1 | -1 | 5 | 4 | 6 | 0 | 29 | 0 | -2 | 4 |
| TAAR1 antag | 4 | 26 | -25 | -13 | -5 | -12 | 47 | -7 | -25 | -12 |

[71] Nc1[nH]c(C(=O)c2ccccc2)c(-c2ccc(Cl)c(Cl)c2)c1C(=O)NCCc1c[nH]c2ccccc12
[72] COC(=O)CCCn1cc(CN2CC(N(C)C)CS2(=O)=O)nn1 (stereo not given)
[73] CO[C@@H]1CN(C)C(=O)c2cc(NC(=O)NC3CCCCC3)ccc2OC[C@@H](C)N(CCc2ccccc2)C[C@@H]1C
[74] C=CCN=C1NC(c2ccccc2C(F)(F)F)C(C(=O)OC)=C(C)N1Cc1ccc(C(F)(F)F)cc1 (stereo not given)

| Compound | 71 | 72 | 73 | 74 |
| --- | --- | --- | --- | --- |
| TAAR1 agonist | 2 | 2 | -3 | 3 |
| TAAR1 antag | -11 | 7 | -6 | -3 |
